Screening results from PubChem.
Abeta rescue: A-beta toxicity reversal in yeast; Potency, µM (series often up to 46.1 µM), for inactives: at the top dose growth rescue, most hits filed as activators; 0.063% of 410,000 active; yeast expressing A-beta42, growth rescue, OD600, 48 h; response scale: 0% DMSO, 100% iron-clioquinol control; also: potency is read from the fitted curve at half-maximal effect; nearly all actives have a fitted effect of over 55% in size
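Growth rescue measured by 600 nm absorbance after 48 h yeast culture at 30 C with compound. Values normalized between DMSO and an equimolar ferric chloride plus clioquinol control.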
PLK1 PBD block: PLK1 (human) polo-box domain binding inhibition. Plk1 PBD binding of FITC phosphopeptide, fluorescence polarization. Potency, µM, for the others: max response, negative = inhibition, hits mostly inhibitors. 2.8% of 360,000 active; also: potency is read from the fitted curve at half-maximal effect; series mostly up to about 57 µM; % is scaled to controls: 0 for no effect and ±100 for the full control effect; nearly all actives have a fitted effect of over 65% in size
WRN helicase inh: inhibitors of human WRN helicase; Q14191; WRN helicase unwinding, fluorescent forked duplex, kinetic; Potency, µM (highest dose often 114 µM), for the others: at the top dose activity change, negative = inhibition, most hits filed as inhibitors; 0.46% of 360,000 active; AID 651768; also: potency is read from the fitted curve at half-maximal effect; % is scaled to controls: 0 for no effect and ±100 for the full control effect; nearly all actives have a fitted effect of over 55% in size
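Enzyme (20 nM final) and test compound sit together 15 min at room temperature before substrate addition. Substrate is a single-forked duplex oligonucleotide (100 nM) labelled with fluorophore and quencher, with 2 mM ATP; helicase unwinding raises red fluorescence, read kinetically.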
PI5P4K alpha inh: blocks human PI5P4K alpha kinase activity. max response, %. P48426. PI5P4Kalpha enzyme, ADP-Glo luminescence, 60 min; stronger effect = lower value. 1.2% of 330,000 active. AID 652105; active = max response of -50% or lower; inconclusive = between -30% and -50%; inactive = -30% or higher; also: value at the top dose of about 77 µM; % is scaled to controls: 0 for no effect and ±100 for the full control effect
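Human PI5P4Kalpha with substrate in 0.038 M HEPES pH 7.4, 0.28 mM EGTA, 0.1% CHAPS, 5% DMSO; reaction started with 5 microM ATP (final), 60 min at room temperature. ADP formed read by ADP-Glo luminescence.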
IL2 activator: activators of IL-2; IL-2 activation reporter assay, cell-based qHTS; stimulated with anti-CD3/CD4/CD28 beads; in transgenic mouse T cells; activation, % (series mostly up to about 46 µM); 0.065% of 360,000 active; AID 652025; in the data active = activation above about 50%; inconclusive = mostly about 30% to 49%; also: 0% is about no effect
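Unstimulated transgenic mouse T cells, 750 per well, received compound and, after 60 minutes, anti-CD3/anti-CD4 bead plus anti-CD28 stimulation. EGFP and DsRed were quantified after 18 hours.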
EPAC1 agonist: activates human EPAC1 exchange factor; EPAC1 agonist qHTS, biochemical assay; response scale: 100% = response to 6.5 mM cAMP; Potency, µM (titrated, usually from 154 µM), inactives show top-dose activation, actives largely listed as activators; 0.073% of 360,000 active; AID 720707; also: potency is read from the fitted curve at half-maximal effect; nearly all actives have a fitted effect of over 60% in size
Target sequence (O95398 whole entry, looked up): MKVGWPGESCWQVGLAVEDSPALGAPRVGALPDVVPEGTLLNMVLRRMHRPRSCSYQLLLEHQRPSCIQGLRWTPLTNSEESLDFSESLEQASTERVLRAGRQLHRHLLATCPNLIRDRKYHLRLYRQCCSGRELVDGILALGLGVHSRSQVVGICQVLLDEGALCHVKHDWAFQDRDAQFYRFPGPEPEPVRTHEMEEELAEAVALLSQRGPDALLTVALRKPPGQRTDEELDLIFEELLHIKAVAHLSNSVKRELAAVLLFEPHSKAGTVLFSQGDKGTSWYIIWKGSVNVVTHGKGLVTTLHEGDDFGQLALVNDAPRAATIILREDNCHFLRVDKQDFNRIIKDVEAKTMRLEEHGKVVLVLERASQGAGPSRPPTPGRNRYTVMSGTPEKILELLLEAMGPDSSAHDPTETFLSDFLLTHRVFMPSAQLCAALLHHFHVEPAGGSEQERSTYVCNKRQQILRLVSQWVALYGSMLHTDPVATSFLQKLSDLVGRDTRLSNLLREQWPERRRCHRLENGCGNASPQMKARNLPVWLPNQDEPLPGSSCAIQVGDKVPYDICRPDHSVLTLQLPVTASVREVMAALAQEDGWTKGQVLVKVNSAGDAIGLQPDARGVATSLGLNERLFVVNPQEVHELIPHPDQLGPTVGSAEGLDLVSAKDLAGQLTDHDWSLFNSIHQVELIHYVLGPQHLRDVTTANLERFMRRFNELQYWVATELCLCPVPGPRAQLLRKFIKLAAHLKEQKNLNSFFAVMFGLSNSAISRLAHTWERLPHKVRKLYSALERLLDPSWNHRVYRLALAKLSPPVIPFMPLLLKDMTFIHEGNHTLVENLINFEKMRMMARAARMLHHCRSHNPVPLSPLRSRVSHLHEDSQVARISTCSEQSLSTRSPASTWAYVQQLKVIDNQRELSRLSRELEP
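Fluorescent GDP-exchange assay: 100 nM EPAC1 with 250 nM Rap1B preloaded with BODIPY-GDP and 50 uM GDP; compounds tested as concentration series, 5 min at room temperature, then read every 5 min for 30 min (ex 480/em 540 nm); normalized to 6.5 mM cAMP.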
EPAC1 antag: antagonists of human EPAC1; Potency, µM (titrated, usually from 115 µM), without a hit: at the top dose activity change, negative = inhibition, usual class: inhibitors; AID 720709; EPAC1 GEF assay, Rap1b-BODIPY-GDP exchange fluorescence; 0.14% of 360,000 active; O95398;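 also: potency is read from the fitted curve at half-maximal effect; plate controls were vehicle for no effect and positive control for full effect; nearly all actives have a fitted effect of over 50% in size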
FUS suppressor: FUS proteinopathy suppression in yeast | S. cerevisiae FUS-expressing, growth rescue, OD600, 24 h | Potency, µM (titrated, usually from 76.6 µM), for the others: at the top dose growth rescue (activation), actives largely listed as activators | 0.24% of 390,000 active;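 also: potency is read from the fitted curve at half-maximal effect; plate controls were DMSO vehicle for no effect and reference control for full effect; nearly all actives have a fitted effect of over 55% in size; some results filed as inactive show a strong effect at the top dose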
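S. cerevisiae expressing FUS from galactose induction served as the toxicity model. Growth after 24hr at 30C, read as absorbance at 600 nm, indicates suppression of toxicity; compounds dosed at several concentrations.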
The depositor's hits bear a star; ? = inconclusive; · = not tested or not shown; [ ] = dose if it differs, or a comment. Unless noted, calls follow the shape of the dose curve; as a rule, active = well fitted curve in the direction sought with a large enough effect; inconclusive = small, poorly fitted or top-dose-only effect, or another doubt; inactive = no such curve, though single readings can be large; an effect the other way counts as inactive or inconclusive. Rows are unselected (roughly 4.1% active in at least one column).

structure | IL2 activator | EPAC1 antag | FUS suppressor | Abeta rescue | WRN helicase inh | PLK1 PBD block | EPAC1 agonist | PI5P4K alpha inh
Cc1nnc(NC(=O)C2CCCCC2)s1 | -3.4 | 0% | 7% | 9% | 9% | -3% | -1% | 0
CCN(C(=O)COC(=O)/C=C/c1c(C)nn(-c2ccccc2)c1C)C1CCS(=O)(=O)C1 (stereo unspecified) | -0.3 | -3% | 15% | -12% | 5% | -11% | 6% | 5
COc1cc2c(cc1OC)CN(C(=O)C1CCN(S(=O)(=O)c3ccccc3F)CC1)CC2 | -1.9 | 3% | ? | 8% | -4% | -6% | 3% | -1
COc1ccc(CNc2nc(S(=O)(=O)c3ccccc3)c(Cl)s2)cc1OC | -3.2 | ? | 16% | -2% | -21% | 0% | 6% | 5
Nc1nnc(C(c2ccccc2)c2ccccc2)s1 | 0.6 | 5% | -6% | 23% | 1% | 3% | -1% | 0
CCOC(=O)Nc1cccnc1Sc1ccc(Cl)cc1 | -0.3 | 7% | 13% | 15% | 12% | -26% | 7% | 3
CSCCC(NC(=O)c1ccccc1)C(=O)Nc1ccncc1 (stereo unspecified) | -0.7 | -17% | · | 4% | -5% | -6% | -3% | 3
CCN(CC)C(=O)C1CCN(S(=O)(=O)c2ccc(-n3cnnn3)cc2)CC1 | 0.7 | -13% | 8% | -4% | -1% | -8% | -6% | -6
O=C(Nc1nc(-c2ccc(Cl)cc2Cl)cs1)c1ccc(OCC2CCCO2)cc1 (stereo unspecified) | -3.6 | -18% | 10% | -5% | -22%[57.1 µM] | -12% | 16% | 1
COCCN(C(=O)COC(=O)CSc1cc(C)ccc1C)c1c(N)n(Cc2ccccc2)c(=O)[nH]c1=O | -2.5 | 12% | 11% | 10% | 7% | -4% | 12% | -5
COc1ccc(CCN(C)C(=O)CNC(=O)c2ccc3c(c2)OCO3)cc1OC | -1.2 | -24% | 14% | -11% | -16% | -6% | 6% | 4
CCOc1ccc(S(=O)(=O)n2nc(C)cc2C)c2ccccc12 | -1.4 | -11% | 18% | 9% | -1% | -4% | 7% | ·
Clc1ccccc1CSc1ncccn1 | 3.3 | 11% | 4% | 9% | -2% | -3% | 1% | ·
COc1nc(OCCNS(=O)(=O)c2ccc(C)cc2)nc(N(C)C)n1 | -1.8 | 6% | 7% | -5% | -10% | -15% | -7% | 2
CC(=O)Oc1ccc(Oc2ccc(-c3noc(C)n3)cc2)cc1 | -1.5 | 3% | 20% | -8% | -1% | 4% | 7% | 0
CC1CCc2nc(NC(=O)c3ccc(N4C(=O)CCC4=O)cc3)sc2C1 (stereo unspecified) | -2.2 | -3% | · | 10% | -6% | -4% | -6% | -2
Cc1ccc(-n2cnc3sc(C)c(C)c3c2=O)cc1 | -2.4 | 11% | 14% | 1% | 1%[57.1 µM] | 3% | -10% | -1
CN(C)CCC(=O)N1C/C(=C/c2ccccc2)C(=O)/C(=C\c2ccccc2)C1 | -5.4 | -11% | · | 13% | -34% | ? | -21% | -11
COC(=O)COc1ccc2c(=O)c(-c3ccccc3OC)coc2c1 | 0.7 | -6% | 18% | -7% | 2% | -6% | -6% | -2
Cc1cc(C)c(C#N)c(Nc2ccccc2C)n1 | -2.4 | -12% | -14% | -4% | 8% | -11% | -1% | -5
CC1(C)CN(c2ccc(F)cc2)C1=O | 1.0 | -14% | 13% | 10% | -6% | -6% | 7% | 2
COc1ccccc1-c1c(C)nn2c(NCCN3CCCC3)cc(C)nc12 | -1.1 | -10% | 2% | 4% | 1% | -9% | 11% | 0
CCOc1ccccc1NC(=O)C1CC(=O)n2ncnc2N1 (stereo unspecified) | -2.1 | -2% | 1% | 10% | 15% | 1% | 3% | ·
COc1ccc(Nc2cc(C)nc(N)n2)cc1 | -2.6 | -9% | -16% | -3% | 5% | -4% | -11% | 6
CN(C)CCOCCOc1ccccc1-c1ccccc1 | -1.3 | -2% | 1% | -13% | -4% | 1% | 4% | ·
COCCCNc1ccn2nc(-c3cc(OC)c(OC)c(OC)c3)cc2n1 | -0.3 | -4% | 14% | 6% | -14% | -4% | 4% | 2
C=C1C2C[C@H](O)C(C)(C)[C@@]2(O)[C@H](O)C[C@]23C[C@@](C)(O)[C@H](CC[C@H]12)[C@H]3O (stereo partly specified) | 0.8 | 11% | -17% | 5% | 3% | 4% | -12% | -6
O=C(Nc1nccs1)C1CC(=O)N(CCc2ccccc2)C1 (stereo unspecified) | -2.6 | -3% | -6% | -13% | 10% | -2% | -13% | -4
CCOc1ccc(N2C(=O)CC(Sc3nc(CC(C)C)ccc3C#N)C2=O)cc1 (stereo unspecified) | 2.3 | 7% | ? | 10% | -7% | -6% | -4% | 6
C=CCn1c(Oc2ccc(C=O)cc2OCC)nc2c1c(=O)n(C)c(=O)n2C | 1.0 | -11% | -21% | -6% | 2% | -4% | 1% | -6

Random excerpt: two entries already listed, in no set order.
structure | IL2 activator | EPAC1 antag | FUS suppressor | Abeta rescue | WRN helicase inh | PLK1 PBD block | EPAC1 agonist | PI5P4K alpha inh
CN(C)CCOCCOc1ccccc1-c1ccccc1 | -1.3 | -2% | 1% | -13% | -4% | 1% | 4% | ·
COc1cc2c(cc1OC)CN(C(=O)C1CCN(S(=O)(=O)c3ccccc3F)CC1)CC2 | -1.9 | 3% | ? | 8% | -4% | -6% | 3% | -1

Next part
structure | IL2 activator | EPAC1 antag | FUS suppressor | Abeta rescue | WRN helicase inh | PLK1 PBD block | EPAC1 agonist | PI5P4K alpha inh
O=c1c2ccccc2nnn1CSc1nnc2ccccn12 | 0.1 | 0% | -15% | 2% | -2% | -7% | -4% | 1
CC(C)CCOC(=O)/C(=C/c1ccco1)NC(=O)/C=C/c1ccccc1 | -1.4 | -2% | -22% | 4% | -2% | 1% | -7% | -2
CCC(CC)C(=O)Nc1cc(OC)c(OC)cc1C(=O)O | 0.3 | 6% | -2% | -11% | -4% | 19µM* | 2% | ?
O=C(Nc1ccccc1)Nc1c(F)cccc1F | 0.3 | -5% | 6% | -8% | -8% | -6% | 0% | 6
Cc1cc(C)c(CNC(=O)c2cc(C3CC3)nc3c2cnn3C(C)C)c(=O)[nH]1 | 1.2 | -7% | · | 0% | 1% | 2% | -10% | -1
NC(=O)C[C@@H]1NC(=O)[C@H](CCC(=O)O)NC(=O)c2cc([N+](=O)[O-])cc(I)c2OCC[C@@H](C(N)=O)NC1=O | 0.6 | 1% | -9% | 7% | -15% | -14% | 0% | -7
Cc1ccc(C(=O)CC2(O)C(=O)N(Cc3ccccc3)c3ccccc32)o1 (stereo unspecified) | -0.7 | -6% | -5% | 16% | -1% | -3% | 3% | -2
CCOc1ccc(N(CC(=O)NC2CCC(C)CC2)S(=O)(=O)c2c(C)noc2C)cc1 (stereo unspecified) | -1.5 | -10% | 10% | -1% | 1% | 2% | -8% | 0
CCN(CC(O)COCc1ccc(Cl)cc1)C1CCCCC1 (stereo unspecified) | 1.5 | 19% | 6% | -10% | -2% | -19% | 2% | -10
O=C(CN1CCc2ccccc2C1)NCc1ccco1 | -3.4 | 4% | 23% | -12% | 10% | -5% | 0% | -3
CCOC(=O)CC(NC(=O)Cc1cccs1)c1ccccc1Cl (stereo unspecified) | -1.6 | 8% | 23% | 1% | -14% | -7% | 12% | ?
COc1ccc(NC(=O)c2cc([N+](=O)[O-])ccc2NC(=O)CNCc2ccccn2)c(OC)c1 | -2.7 | 0% | 20% | -5% | ? | ? | 6% | -12
CN=C(Cc1ccccc1)C1=C(O)CC(C)(C)CC1=O | -0.1 | 18% | -7% | -9% | 9% | -3% | 2% | 1
O=C(Cn1c(=O)sc2ccccc21)Nc1ccc2c(c1)OCCO2 | -0.2 | 1% | -4% | 4% | -9% | -21% | 2% | -5
Cc1ccc(NC(=S)Nc2ccc(F)cc2)cc1C | -0.7 | 3% | -2% | ? | 0% | -6% | -4% | 3
Cc1ccc(NC(=O)CSc2nc3ccccc3c(=O)n2CC2CCCO2)cc1 (stereo unspecified) | -0.1 | 14% | -14% | -3% | 3% | 2% | -10% | 0
CCc1nc2ccc(C(=O)N3CCN(C(=O)c4ccco4)CC3)cn2c1N(C=O)Cc1ccc(OC)cc1 | 0.5 | 33%[activator] | -5% | 1% | -4% | -9% | 3% | 2
COc1ccc(CCNS(=O)(=O)c2cccc([N+](=O)[O-])c2)cc1OC | 1.4 | -7% | -12% | 15% | -13% | -15% | 3% | -8
CCCC(=O)Nc1nnc(SCC(=O)NCc2ccco2)s1 | -3.2 | -26% | 32% | -16% | -8% | -17% | 2% | -11
Cc1cc(Br)cc2cn[nH]c12 | -1.0 | 2% | -1% | 21% | -1% | -10% | 2% | -1
CCCC1=NCCn2cccc21 | -0.1 | 11% | -4% | 10% | -3% | -2% | 0% | 2
Cc1ccccc1Nc1nc(N)nc(CSc2nnc(C)n2C)n1 | -0.6 | 4% | 5% | -5% | -1% | -7% | 8% | 0
COc1ccc(N2CCN(C(=O)c3cccc(Cn4cc(Cl)cn4)c3)CC2)cc1 | -0.1 | -9% | 16% | -10% | -9% | -8% | 8% | ·
CCOC(=O)c1ccc(NC(=O)CCSCCc2ccccn2)cc1 | -0.2 | -1% | -21% | 9% | -2% | -4% | 9% | 0
Cc1cccc(/C=N/NC(=O)c2ccc(Br)cc2)c1 | 0.5 | 0% | · | -5% | -4% | -7% | 1% | -1
Cc1ccc2nc(Nc3ccc4[nH]c(=O)[nH]c4c3)c(-n3nc(C)cc3C)nc2c1 | -0.7 | 6% | ? | 0% | -4%[57.1 µM] | -2% | -10% | ·
Cc1ccccc1S(=O)(=O)NC1=NCCCCC1 | 0.5 | 6% | · | 7% | 6% | 1% | -12% | 0
Cc1cccc(N2C(=O)CC(N3CCN(Cc4ccc(Cl)cc4)CC3)C2=O)c1 (stereo unspecified) | 1.1 | 5% | 0% | -8% | -2% | -3% | -2% | 0
CCSC1=NCCN1C(=O)Cc1ccc(-c2ccccc2)cc1 | 0.9 | 0% | 7% | -10% | -6% | -13% | 4% | 8
